Screens as filed in PubChem.
Rac1 wt modul – human Rac1 wildtype GTP binding, inhibitors and activators; P63000; GST-Rac1 beads, fluorescent GTP binding, flow cytometry; actives lie on both sides; 0 = cold GTP competed, 100 = untreated; GTP binding activity (% of control), % at 10 µM; actives 0.27% (n = 190,000);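 active means GTP binding activity at least 20 points away from the 100% control level, either lower or higher; inconclusive means compound flagged as likely green fluorescent, judged across all proteins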
ABCB1 block – inhibitors of human ABCB1 transporter, ABCG2 counter-screen; AID 1326; P08183; CCRF-Adr cells, JC-1 efflux, flow cytometry; actives 0.067% (n = 190,000); inhibition, % at 6.6 µM; in the data active means inhibition above about 40%;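 further: 0% = vehicle and 100% = reference inhibitor; higher value means more JC-1 retained so stronger ABCB1 efflux block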
Rab2 wt GTP – changes GTP binding to wildtype dog Rab2A, up or down | GST-Rab2 wt beads, Bodipy-GTP binding, flow cytometry | GTP binding activity, % at 10 µM | actives 0.19% (n = 190,000);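 active means GTP binding activity at least 20 points away from 100%, either lowered or raised; inconclusive means signal likely due to the compound's own green fluorescence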;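 further: 0% = beads with excess unlabeled GTP and 100% = no-compound control corrected for plate trend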
Rab7 wt modul – modulators of GTP binding to dog Rab7 wildtype GTPase | GTP binding activity (percent of control), % at 10 µM | actives 0.055% (n = 190,000) | AID 758 | GST-Rab7 beads, fluorescent GTP binding, flow cytometry; actives lie on both sides; untreated = 100%, excess cold GTP = 0%;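 active means fluorescent GTP binding to Rab7 beads changed by at least 20 points from the 100% baseline, either direction, mostly lower; inconclusive means compound itself probably fluorescent, or too few beads counted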;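 further: median green fluorescence of bound Bodipy-FL-GTP per Rab7 bead population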
Mcl1-Noxa inh – disrupts binding of human Mcl-1 to Noxa peptide | inhibition, % at 21.7 µM | TR-FRET Mcl-1/Noxa peptide binding, 2 h | actives 1.5% (n = 220,000) | Q07820;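 active means compounds that cut the protein-peptide binding signal by more than 50% relative to plate controls in a single-dose test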;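 further: His-tagged Mcl-1 with rhodamine Noxa BH3 peptide and terbium anti-His antibody; 0% = Mcl-1 plus Noxa peptide wells and 100% = peptide-only wells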
Rac1 mut GTP – alters GTP binding to activated mutant human Rac1; P63000; GST-Rac1 activated beads, fluorescent GTP binding, flow cytometry; actives lie on both sides; 100% means binding = to untreated wells; percent activity (GTP binding), % at 10 µM; actives 0.11% (n = 190,000); AID 764;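 active means GTP binding at least 20 percentage points away from the 100% baseline, in either direction, so actives lie on both sides; inconclusive means Compound likely fluorescent itself, or too few beads counted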
Cdc42 wt – human Cdc42 wildtype GTP binding change, either direction; GST-Cdc42 beads, Bodipy-GTP binding, flow cytometry; actives lie on both sides; percent activity (GTP binding), % at 10 µM; actives 0.2% (n = 190,000); AID 761;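 active means percent activity GTP binding at least 20 points away from the 100% baseline, either down as inhibitor or up as activator; inconclusive means compound flagged as likely green fluorescent from well-wide comparison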;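 further: median bead fluorescence of bound Bodipy-FL-GTP at 100 nM; 0% = excess unlabeled GTP control and 100% = no compound control; below 100% means less GTP binding so inhibitor and above means activator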
Target sequence (P60953 whole entry, looked up): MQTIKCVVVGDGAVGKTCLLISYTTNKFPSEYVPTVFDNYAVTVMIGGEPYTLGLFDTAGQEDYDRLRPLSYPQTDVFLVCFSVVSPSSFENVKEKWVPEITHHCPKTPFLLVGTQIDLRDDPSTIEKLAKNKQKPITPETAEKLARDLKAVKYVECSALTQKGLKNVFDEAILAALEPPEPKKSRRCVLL
Pf gametocyte – P. falciparum stage V gametocyte viability inhibition. P. falciparum stage V gametocytes, ATP luminescence, 24 h. inhibition, % at 10.9 µM. actives 0.065% (n = 150,000);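 active means inhibition above the mean plus 3 SD of compounds within the control limits, set per campaign, cut at about 38% in these data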;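 further: 0% = DMSO wells and 100% = medium only without gametocytes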
Avidin bead fluor – avidin bead compound fluorescence profile; Avidin beads, compound fluorescence 488/530 nm, flow cytometry; stronger effect = higher value; fluorescence (KMESF) at 10 µM; actives 0.38% (n = 220,000); AID 1775; in the data active means fluorescence above about 47; further: inactives centre near 10
ABCG2 block – blocks JC-1 efflux by human ABCG2 transporter; IgMXP3 cells, flow cytometry; inhibition, % at 6.6 µM; actives 0.1% (n = 190,000);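 active means inhibition above 80%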;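 further: 0% = DMSO and 100% = nicardipine control wells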
Target sequence (Q9UNQ0 whole entry, looked up): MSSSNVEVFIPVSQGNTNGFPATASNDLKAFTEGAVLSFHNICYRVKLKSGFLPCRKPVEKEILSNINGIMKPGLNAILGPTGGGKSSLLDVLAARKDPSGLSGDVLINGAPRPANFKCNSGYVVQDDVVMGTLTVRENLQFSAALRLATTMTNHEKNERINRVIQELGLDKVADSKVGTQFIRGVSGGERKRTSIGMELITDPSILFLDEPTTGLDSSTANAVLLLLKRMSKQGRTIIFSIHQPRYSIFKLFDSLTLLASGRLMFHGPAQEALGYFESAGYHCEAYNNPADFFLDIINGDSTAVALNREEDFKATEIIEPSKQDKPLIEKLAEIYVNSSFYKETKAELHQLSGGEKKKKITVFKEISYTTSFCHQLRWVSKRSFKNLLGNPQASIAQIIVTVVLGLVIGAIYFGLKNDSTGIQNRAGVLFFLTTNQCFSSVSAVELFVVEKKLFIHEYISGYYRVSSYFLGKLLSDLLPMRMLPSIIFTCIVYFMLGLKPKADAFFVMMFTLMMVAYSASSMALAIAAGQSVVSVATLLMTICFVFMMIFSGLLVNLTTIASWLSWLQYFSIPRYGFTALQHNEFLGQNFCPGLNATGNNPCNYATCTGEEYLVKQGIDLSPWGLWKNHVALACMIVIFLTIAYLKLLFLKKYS
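Test system: ABCG2 IgMXP3 and barcoded ABCB1 CCRF-Adr cell mix; Schedule: cells with compound and JC-1, 10 min at 25 °C, rotating, no wash; Technique: flow cytometry of retained JC-1 fluorescence; Measure: % inhibition of efflux relative to nicardipine and DMSO; Controls: nicardipine high and DMSO low controls.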
HRas wt GTP – modulators of GTP binding to human HRas wildtype; actives 0.14% (n = 190,000); GST-Ras wt beads, Bodipy-FL-GTP binding, flow cytometry; actives lie on both sides; P01112; GTP binding activity, % at 10 µM;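 active means GTP binding activity at least 20% away from the 100% baseline, either lowered as inhibitor or raised as activator; inconclusive means flagged as likely green fluorescent, judged across all proteins in the well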;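 further: 0% = unlabeled GTP competition control and 100% = no-compound control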
Target sequence (P01112 whole entry, looked up): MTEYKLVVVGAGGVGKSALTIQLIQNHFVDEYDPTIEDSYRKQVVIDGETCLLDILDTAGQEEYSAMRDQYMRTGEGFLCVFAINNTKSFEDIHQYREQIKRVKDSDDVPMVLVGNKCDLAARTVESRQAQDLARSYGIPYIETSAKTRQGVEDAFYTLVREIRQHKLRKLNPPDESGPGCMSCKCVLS
The depositor's hits bear a star; ? = inconclusive; nt = not tested or not shown.

molecule,Rac1 wt modul,ABCB1 block,Rab2 wt GTP,Rab7 wt modul,Mcl1-Noxa inh,Rac1 mut GTP,Cdc42 wt,Pf gametocyte,Avidin bead fluor,ABCG2 block,HRas wt GTP
O=C(Nc1ccccc1C(=O)N1CCOCC1)C1CCC(=O)N1C1CCCC1 (stereo unspecified),?,0.1,?,?,-6,?,?,nt,14,0,?
CCc1ccc(NC(=S)N(CCCN2CCOCC2)Cc2ccccn2)cc1,101,0.3,100,103,10,99,97,32,15,9,101
CCC(Oc1ccccc1)C(=O)O/N=C(\N)c1ccc(OC)c(OC)c1 (stereo unspecified),99,1.0,102,96,12,101,102,-1,16,10,99
COc1cc2c(cc1OC)C(C(=O)NCCN(C)C)C(c1cccs1)N(C)C2=O (stereo unspecified),91,-0.1,96,98,13,92,91,-18,12,0,93
O=C(Nc1ccccc1C(F)(F)F)N1CCN(c2ccc3nnc(-c4ccc(F)cc4)n3n2)CC1,102,-2.6,97,98,6,97,99,nt,6,-1,99
COc1cccc(-n2c(C)n[nH]c2=O)c1,98,0.2,96,95,-11,98,99,-19,40,1,99
COc1ccc(OCC(=O)N/N=C(/C)Cc2ccccc2)cc1,102,1.3,98,96,-8,99,99,0,5,12,99
CC(OC(=O)c1ccc2ccccc2n1)C(=O)Nc1ccc(N2CCOCC2)cc1 (stereo unspecified),102,0.8,101,99,25,98,103,-8,10,3,101
CCCCCOc1ccc(/C=c2\sc3nc(=O)c(-c4ccccc4)nn3c2=O)cc1OC,95,-2.0,96,99,21,93,93,9,5,-9,95
CCOC(=O)N1CCC(NC(=O)c2cc(C(=O)Nc3ccc(OC)c(OC)c3)ccc2CO)CC1,106,0.6,100,97,5,100,104,-18,26,1,104
CCCN1C2CCCC1CC(NC(=S)Nc1cc(C)ccc1C)C2 (stereo unspecified),105,-0.1,100,98,-2,98,104,nt,8,-1,102
Cc1cc(C)cc(NC(=O)c2cccn2-c2ncc(C(F)(F)F)cc2Cl)c1,104,0.6,102,103,1,99,103,nt,16,1,101
CC(C)Cn1c(N)c(C(=O)COC(=O)c2cc(C(F)(F)F)nc3c(C(F)(F)F)cccc23)c(=O)n(C)c1=O,103,3.5,95,97,-53,98,99,nt,7,16,96
O=S(=O)(NCc1cccnc1)c1ccc(Cl)s1,101,0.5,100,99,-14,98,99,nt,13,2,101
Clc1nc(-c2cccnc2)nc2scc(-c3ccccc3)c12,91,-0.9,90,95,-5,90,89,1,4,-11,94
COc1ccc2cc3cc(C(=O)Nc4cc(OC)c(OC)c(OC)c4)oc3nc2c1,101,1.0,101,103,9,100,101,nt,14,1,103
COc1ccc(C(CCN(Cc2ccc(OC)c(OC)c2)C(C)=O)c2ccccc2)cc1 (stereo unspecified),103,3.3,102,95,0,103,102,-5,11,9,101
COC(=O)c1onc(-c2c(C)cc(C)cc2C)c1C(=O)OC,98,0.6,98,98,-9,99,97,nt,19,1,98
CCCCN(C)C(=O)c1nc2ccccn2c1CN1CCN(C/C=C/c2ccccc2)CC1,94,1.2,97,98,-5,94,90,13,7,-1,95
O=C(NC(Cc1c[nH]c2ccccc12)C(=O)N/N=C/c1cccc2ccccc12)c1cccs1 (stereo unspecified),100,-0.7,97,98,-5,98,100,-4,5,-9,99
O=C(CCS(=O)(=O)Cc1ccccc1)Nc1ccc2c(c1)OCCO2,98,0.7,100,95,-8,96,101,-5,10,0,96
C/C(=C\c1ccco1)CN1CCN(Cc2ccc(C)o2)C(CCO)C1 (stereo unspecified),99,0.9,99,103,-2,97,98,-7,9,2,98
O=C(CC12CC3CC(C1)CC(CC(=O)NC1=NCCS1)(C3)C2)NC1=NCCS1,100,0.0,101,102,-1,99,97,nt,7,2,100
Cc1cccc(NC(=S)NN2CCOCC2)c1C,105,0.1,102,99,7,101,100,12,8,1,100
Cc1ccc(C2C3CN(C(C)C)CC=C3C(C#N)=C(N)C2(C#N)C#N)cc1 (stereo unspecified),106,0.8,105,103,8,101,105,nt,35,3,106
Cc1ccc(-n2nnc3c(=O)n(CC(=O)NCc4ccco4)cnc32)cc1,99,0.0,99,102,14,97,98,nt,7,1,98
COc1ccc2c(c1)OC(O)(C(F)F)CC2=O (stereo unspecified),104,0.1,102,102,-1,99,102,nt,5,-1,101
COc1cccc(-c2nc3ccc([N+](=O)[O-])cc3o2)c1,98,0.5,95,98,1,93,92,-3,8,6,96
CSc1sc(C)cc1C1C(C#N)=C(N)N(c2cccnc2)C2=C1C(=O)CCC2 (stereo unspecified),103,0.1,105,103,13,101,107,nt,18,0,107
Cc1ccc(S(=O)(=O)N2CCN(Cc3nc4ccccc4[nH]3)CC2)cc1C,105,1.3,96,101,4,97,100,nt,23,4,100
COCC(C)NC(=O)c1ccc(Cl)c(Cl)c1 (stereo unspecified),108,1.1,104,100,5,102,105,nt,36,26,101
Cc1ccc(S(=O)(=O)NCCNC(=O)CN2CCCC2)cc1,99,0.8,98,101,-14,97,99,nt,8,2,101
Nc1nnc(SCC(=O)NCCOc2ccccc2)s1,102,0.5,99,99,-4,100,98,nt,5,1,99
Cc1ccc(S(=O)(=O)NCC2COc3ccccc3O2)cc1 (stereo unspecified),100,0.2,97,94,-2,99,97,-22,15,1,97
CCCNC(=O)Cn1cnc2sc(C(=O)N3CCCC(C(=O)OCC)C3)c(C)c2c1=O (stereo unspecified),96,0.7,92,92,-7,95,97,nt,8,14,94
CCOc1ccc(C2=Nc3ccc(Br)cc3C(c3ccc(N4CCOCC4)cc3)=NN2)cc1,100,-0.6,98,99,20,96,98,nt,22,4,98
Brc1ccc(-c2nn3c(Cc4ccccc4)nnc3s2)o1,110,-0.7,100,104,4,98,100,9,9,7,103
COCCNC(=O)C(NC(=O)C1CCC(C)CC1)C(C)C (stereo unspecified),98,0.9,97,90,11,97,97,-6,11,2,96
Cc1cc(-c2ccccc2)nc2cc(C(=O)N(Cc3ccccc3)Cc3ccccc3)nn12,106,3.8,101,100,-21,98,99,nt,5,16,103
Cn1c(N)c(N2CCCCC2)c(=O)n(CC(=O)Nc2ccc(Cl)c(Cl)c2)c1=O,106,-0.4,101,99,2,98,103,nt,13,5,100
O=C(Nc1ccc(C(=O)OC[C@@H]2CCCN3CCCC[C@H]23)cc1)c1cccc(Br)c1,107,2.5,101,98,17,103,105,7,3,10,102
COc1ccc(C(=O)Nc2cccc(C(C)=O)c2)c(OC)c1OC,101,1.3,99,100,-5,97,100,nt,1,3,98
Cc1c(C(=O)O)sc2nc3n(c(=O)c12)CCCCC3,100,0.2,99,100,7,98,103,nt,8,1,99
COc1ccc(CCNC(=O)CN(C2CCCCC2)S(C)(=O)=O)cc1,101,1.0,98,99,-15,98,101,11,5,4,99
CCCOc1ccc(C(=O)N2CCCC2)cc1OC,106,0.6,100,99,-23,102,102,nt,21,1,102
CC1CCCN(C(=S)NCc2ccccc2)C1 (stereo unspecified),104,1.0,100,95,-1,99,102,12,12,11,102
O=C(Cn1nnc(-c2ccc(CN3CCOCC3)cc2)n1)NC1CCCCC1,108,0.6,102,102,-18,100,106,4,13,4,102
O=c1c2ccccc2[nH]c(=S)n1CCc1ccccc1,102,0.3,98,98,3,100,98,-2,5,7,99
O=C(N/N=C/c1c(O)ccc2ccccc12)c1[nH]ncc1Br,100,-0.8,98,97,29,99,98,-47,10,-2,97
O=C(Nc1ccc(F)cc1)c1ccc(S(=O)(=O)NCC2CCCO2)cc1 (stereo unspecified),102,2.9,99,100,-1,101,99,nt,12,26,101
COc1ccc(-c2[nH]nc3c2C2(C(=O)N(CC(=O)O)c4ccccc42)C(C#N)=C(N)O3)cc1OC (stereo unspecified),102,-0.3,99,99,12,99,100,-48,2,-1,100
O=C(NNC(=O)c1cnccn1)c1cccc([N+](=O)[O-])c1,108,0.5,100,102,-8,99,101,13,5,4,102
O=C(CSc1nnnn1-c1cccnc1)Nc1ccc(OCc2ccccc2)cc1,104,1.0,102,100,-41,100,104,nt,6,3,101
CCc1ccc(NC(=O)CS(=O)CC(=O)Nc2ccc(F)cc2F)cc1 (stereo unspecified),95,0.4,96,92,-14,95,95,nt,3,0,95
CCC(C)c1ccc(NC(=O)C2CC2)cc1 (stereo unspecified),97,0.1,97,95,-15,92,97,nt,12,2,98
O=C(c1cc(-c2ccc(Cl)cc2)n(-c2ccc(Cl)cc2)n1)N1CCOCC1,102,1.6,100,98,-4,99,103,nt,10,12,102
COc1ccc(N(C)S(=O)(=O)c2c(C)[nH]c(=O)[nH]c2=O)c(OC)c1,100,0.4,98,98,4,99,102,-7,7,1,101
COc1cccc(OC)c1NC(=O)c1nc2c(nnn2Cc2ccccc2Cl)c(=O)[nH]1,94,1.2,98,102,8,95,97,8,8,4,96
N#Cc1ccc(Cn2c(=O)c(C#N)c3n(c2=O)CCC3)cc1,106,1.1,98,102,-5,99,100,-6,15,1,100
COc1ccc(OCC(=O)N2CCN(C(=O)c3cccs3)CC2)cc1,108,2.1,101,101,8,99,102,4,43,49,100

Some of the entries above, set out differently:
Sequence of screens – Rac1 wt modul | ABCB1 block | Rab2 wt GTP | Rab7 wt modul | Mcl1-Noxa inh | Rac1 mut GTP | Cdc42 wt | Pf gametocyte | Avidin bead fluor | ABCG2 block | HRas wt GTP
O=c1c2ccccc2[nH]c(=S)n1CCc1ccccc1
  102 | 0.3 | 98 | 98 | 3 | 100 | 98 | -2 | 5 | 7 | 99
O=C(N/N=C/c1c(O)ccc2ccccc12)c1[nH]ncc1Br
  100 | -0.8 | 98 | 97 | 29 | 99 | 98 | -47 | 10 | -2 | 97

Continued:
molecule,Rac1 wt modul,ABCB1 block,Rab2 wt GTP,Rab7 wt modul,Mcl1-Noxa inh,Rac1 mut GTP,Cdc42 wt,Pf gametocyte,Avidin bead fluor,ABCG2 block,HRas wt GTP
Nc1ccc2ncccc2c1,101,0.1,99,99,13,99,101,nt,7,0,99
O=C(O)CCC(=O)N1CCc2cc(S(=O)(=O)N3CCCCC3)ccc21,?,0.8,?,?,-2,?,?,nt,6,8,?
CCC(C)c1ccc(OCCn2ccnc2)cc1 (stereo unspecified),104,nt,103,104,17,105,104,-4,7,nt,104
COC(=O)c1ccc(Cn2cnc3c(cnn3-c3ccc(F)cc3)c2=O)o1,101,1.0,97,100,4,96,100,nt,21,4,98
